Screening data from PubChem.
A-T KAP1 phos = potential ataxia-telangiectasia treatment | Potency, µM (top dose mostly 57.5 µM), for the others: at the top dose activation, actives largely listed as activators | AID 485349 | actives 0.19% (n = 320,000) | […] A-T fibroblasts, KAP-1 phosphorylation AlphaLISA; neocarzinostatin DNA damage 30 min before lysis; note: potency is the fitted concentration of half-maximal effect; % of control where 0% means no effect; nearly all actives have a fitted effect of over 45% in size
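ATM-like activity read as KAP-1 phosphorylation via AlphaLISA donor/acceptor antibody pairs after lysis and 6 hr at 25C. Cells were ATM-null patient fibroblasts ([…], hTERT), dosed 60 min, then exposed to the DSB inducer NCS for 30 min.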
ELG1 repair inh = ELG1-dependent DNA repair inhibition. HEK293T ELG1-luciferase reporter, luminescence, 16 h; DNA damage induced by 5-fluorouridine. Potency, µM (series often up to 46.1 µM), for the others: top-dose activity change, negative = inhibition, actives largely listed as inhibitors. actives 2.3% (n = 330,000); note: potency is the fitted concentration of half-maximal effect; % is set by controls: 0 for no effect and ±100 for the full control effect; nearly all actives have a fitted effect of over 55% in size
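Reporter activity after DNA damage by 5-fluorouridine is monitored. Compound-treated cells incubate 16 hr at 37 °C, then ONE-Glo is added for 30 min before luminescence reading.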
a7 integrin act = activates integrin-mediated alleviation for muscular dystrophy. alpha7betagal myoblasts, beta-gal FDG fluorescence, 48 h. Potency, µM (doses to about 38.3 µM), for inactives: top-dose activation, hits mostly activators. actives 0.064% (n = 350,000). AID 624291;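 note: potency is the fitted concentration of half-maximal effect; 100% = response of the positive control SU9516; nearly all actives have a fitted effect of over 60% in size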
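alpha7betagal+/- myoblasts (passage 13, 250/well) treated 48 h at 37C with compounds at 1:260 dilution of DMSO stock. Lysed, then beta-galactosidase activity read as FDG fluorescence (ex 480/em 540) after 30 min, with pre-read for autofluorescence.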
PTAP TSG101 blk = blocks PTAP/TSG101 interaction to inhibit HIV-1 budding | Q99816 | Fluorescence polarization, FITC-PTAP peptide / Tsg101 binding | Potency, µM (top dose mostly 115 µM), inactives show top-dose activity change, negative = inhibition, hits mostly inhibitors | 340,000 tested, under 10 active | AID 493005; active = well fitted inhibition curve with a large enough effect in the main read-out, with a control signal flat, not every such curve was filed as active; inconclusive = small, poorly fitted or top-dose-only effect, or effect the other way, or a change in a side signal; inactive = no such curve, though single readings can be large or run the other way; note: potency is the fitted concentration of half-maximal effect; % of control where 0% means no effect
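Fluorescence polarization binding of Tsg101 binding domain (10 uM final) to FITC-labeled PTAP peptide (50 nM final) in HEPES pH 7.5 buffer with NaCl, Tween 20, EDTA, TCEP. Compounds added before peptide; binding 20 min at RT.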
TSHR antag = human thyrotropin receptor antagonism. P16473. TSHR-expressing cells, TSH-stimulated cAMP HTRF, 2 h; active compounds read low. activity change, negative = inhibition, % at 11.5 µM. actives 0.2% (n = 330,000);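 active = activity change below a set negative limit, meaning inhibition stronger than a set level, cut at about -70% in these data; inconclusive = activity change between two set negative limits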; note: % is set by controls: 0 for no effect and ±100 for the full control effect
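Inhibition of cAMP made by TSHR-expressing cells under TSH stimulation (4nM final, EC80; 2 h, 37 deg C) is quantified with a one-step lysis HTRF kit, anti-cAMP cryptate versus cAMP-d2.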
Tb PFK inh = T. brucei PFK enzyme inhibition; O15648; T. brucei PFK, ADP-Glo luminescence; Potency, µM (highest dose often 57.5 µM), without a hit: at the top dose activity, negative = inhibition, hits mostly inhibitors; actives 0.17% (n = 330,000); AID 485367;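 note: potency is the fitted concentration of half-maximal effect; 0% = uninhibited 1x PFK enzyme wells and -100% = no-enzyme wells; nearly all actives have a fitted effect of over 60% in size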
Target sequence (O15648 whole entry, looked up): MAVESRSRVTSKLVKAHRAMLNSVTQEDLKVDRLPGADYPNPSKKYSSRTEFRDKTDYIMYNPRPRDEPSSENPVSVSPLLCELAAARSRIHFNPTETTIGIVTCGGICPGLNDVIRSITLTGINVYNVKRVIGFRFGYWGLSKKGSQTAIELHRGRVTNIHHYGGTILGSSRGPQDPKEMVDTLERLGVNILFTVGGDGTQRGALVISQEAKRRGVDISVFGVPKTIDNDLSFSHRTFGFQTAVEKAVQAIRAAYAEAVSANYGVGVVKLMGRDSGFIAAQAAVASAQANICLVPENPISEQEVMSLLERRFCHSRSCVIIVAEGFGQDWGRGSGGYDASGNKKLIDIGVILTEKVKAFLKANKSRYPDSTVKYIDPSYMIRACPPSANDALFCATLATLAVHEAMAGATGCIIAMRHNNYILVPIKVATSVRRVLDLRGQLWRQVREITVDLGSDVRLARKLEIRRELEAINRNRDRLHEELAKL
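Activity is normalized to no-enzyme wells (full inhibition) and 1.25 nM enzyme wells (no inhibition). Reaction: 0.5 mM F6P, 0.1 mM ATP, 45 min RT, ADP-Glo luminescence; concentration-response curves fitted and classed by quality.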
Mito fusion yeast = blocks mitochondrial division or promotes mitochondrial fusion | Potency, µM (top dose mostly 46.1 µM), without a hit: top-dose growth rescue (activation), usual class: activators | S. cerevisiae fusion-defective mutant growth rescue, CellTiterGlo 48 h | actives 0.23% (n = 320,000) | AID 485298;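 note: potency is the fitted concentration of half-maximal effect; % of control where 0% means no effect; nearly all actives have a fitted effect of over 45% in size; temperature-sensitive fusion mutants such as fzo1-1 at 37 °C on non-fermentable ethanol glycerol medium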
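Compounds are tested for their ability to restore growth of mitochondrial fusion-defective yeast strains at non-permissive 37C in YPEG medium over 48 hours. Viability is quantified by luciferase luminescence.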
ASM inhibitor = human S-ASM enzyme inhibition. P17405. placental ASM, HMU-PC fluorogenic substrate, 60 min. Potency, µM (highest dose often 57.5 µM), for inactives: top-dose activity change, negative = inhibition, most hits filed as inhibitors. actives 0.006% (n = 340,000). AID 504937; note: potency is the fitted concentration of half-maximal effect
Target sequence (P17405 47-631 limits assumed): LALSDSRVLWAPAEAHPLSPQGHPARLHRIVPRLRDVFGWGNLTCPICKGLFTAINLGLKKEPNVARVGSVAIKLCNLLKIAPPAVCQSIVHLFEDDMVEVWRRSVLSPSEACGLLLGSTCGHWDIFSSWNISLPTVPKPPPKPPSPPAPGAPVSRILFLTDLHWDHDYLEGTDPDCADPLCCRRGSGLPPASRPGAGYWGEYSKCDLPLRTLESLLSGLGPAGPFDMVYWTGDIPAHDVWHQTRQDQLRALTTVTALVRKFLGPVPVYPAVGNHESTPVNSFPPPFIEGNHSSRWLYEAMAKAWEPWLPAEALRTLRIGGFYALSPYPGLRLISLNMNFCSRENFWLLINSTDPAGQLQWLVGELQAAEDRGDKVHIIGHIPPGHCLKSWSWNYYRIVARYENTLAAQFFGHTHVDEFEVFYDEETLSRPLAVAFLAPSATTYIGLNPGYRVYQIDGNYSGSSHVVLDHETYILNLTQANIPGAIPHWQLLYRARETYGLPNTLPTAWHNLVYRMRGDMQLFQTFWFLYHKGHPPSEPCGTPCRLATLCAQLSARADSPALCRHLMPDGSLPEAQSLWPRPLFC
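Fluorescence read-out (Ex 386 nm, Em 447 nm) after stopping the reaction at pH 10. Enzyme: ASM from human placenta; substrate HMU-PC0, 9 uM final; 60 min, 37 °C. Compound preincubation 10 min, ambient temperature.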
TCR activator = activators of T cell receptors; primary human leukocytes, anti-CD3, IL-2 HTRF, 48 h; Potency, µM (top dose mostly 9.22 µM), without a hit: at the top dose activation of IL-2 secretion, actives largely listed as activators; 330,000 tested, under 10 active; AID 504894; note: % of control where 0% means no effect
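1) Mix primary human leukocytes, a-CD3 beads and compound. 2) Incubate 48 hr. 3) Add HTRF IL-2 reagents (a-IL-2-K, a-IL-2-d2).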
Eya2 inh = Eya2 (human) phosphatase inhibition | Potency, µM (highest dose often 76.9 µM), inactives show at the top dose activity, negative = inhibition, usual class: inhibitors | recombinant Eya2, OMFP fluorescence dephosphorylation (OMFP is methylfluorescein phosphate) | actives 0.006% (n = 330,000) | AID 488837; note: potency is the fitted concentration of half-maximal effect; % is set by controls: 0 for no effect and ±100 for the full control effect
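Eya2 (0.2 uM) preincubated 10 min at ambient with compound, then OMFP substrate added at 50 uM; 10 min reaction in 50 mM HEPES pH 7.5, 50 mM NaCl, 5 uM MgCl2, 0.05% BSA, 1 mM DTT. Fluorescence read at Ex 485/Em 525 nm.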
Chronic BCR inh = chronic active BCR signaling inhibition; Potency, µM (titrated, usually from 46.1 µM), without a hit: top-dose ratio change, negative = lower green/red ratio, actives largely listed as inhibitors; actives 0.05% (n = 340,000); ABC-DLBCL IkBa-CBG/CBR reporter, luminescence ratio, 4 h; AID 493014; active = well fitted inhibition curve with a large enough effect in the signal ratio, with a control signal flat, not every such curve was filed as active; inconclusive = small, poorly fitted or top-dose-only effect, or effect the other way, or a change in a side signal; the % refers to the signal ratio;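 note: potency is the fitted concentration of half-maximal effect; plate controls were basal doxycycline-induced cells for no effect and cells given 10 µM MG132 for full effect; MG132 reads +100%, hits lower the ratio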
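Concentration-response series (up to 46 uM) were applied to TMD8 dual-reporter cells for 4 h at 37C with doxycycline. Green/red ratio, after filter-overlap correction, defined %Activity; red signal alone was normalised to basal cells and zero luminescence.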
Starred values were filed as active, the others as inactive; ? = inconclusive; . = no result given; [ ] = dose if it differs, or a comment. Unless noted, calls come from the whole dose curve; as a rule, active = well fitted curve in the direction sought with a large enough effect; inconclusive = small, poorly fitted or top-dose-only effect, or another doubt; inactive = no such curve, though single readings can be large; an effect the other way counts as inactive or inconclusive.

SMILES	A-T KAP1 phos	ELG1 repair inh	a7 integrin act	PTAP TSG101 blk	TSHR antag	Tb PFK inh	Mito fusion yeast	ASM inhibitor	TCR activator	Eya2 inh	Chronic BCR inh
CC(C)C(=O)NC(NC(=S)Nc1ccc(S(N)(=O)=O)cc1)C(Cl)(Cl)Cl (configuration not stated)	0%	5%	-11%	-1%	22	-5%	1%	-1%	2%[46.1 µM]	-3%	-1%
CCn1cc(C(=O)OCC(=O)N2C(C)CCCC2C)c(=O)c2ccc(C)nc21 (configuration not stated)	?	-3%	0%	-1%	35	-6%	-2%	-1%	-6%	24%	15%
O=C(Nc1nc2c(s1)CCCC2)c1cccc(S(=O)(=O)N2CCCc3ccccc32)c1	0%	-9%	-9%	0%	-27	0%	?	0%	-9%[46.1 µM]	0%	6%
Cn1ccnc1C(=O)c1cc(SCC(=O)N2CCOCC2)nc2ccccc12	-4%	10%	5%	-1%	5	0%	4%	2%	-1%	-17%	?
O=S(=O)(Nc1ncccn1)c1ccc(F)cc1	2%	-2%	5%	0%	-8	4%	0%	2%	.	1%	0%
O=C(COC(=O)CCc1ccc(S(=O)(=O)N2CCOCC2)cc1)Nc1ccccc1[N+](=O)[O-]	12%	8%	1%	-4%	6	-2%	.	5%	1%	3%	0%
Cc1nn(CCCC(=O)NCCc2ccc(Cl)cc2)c(=O)c2nn(-c3ccccc3)c(C)c12	-10%	?	?	1%	1	1%	1%	-1%	-2%	-19%	0%
CSc1nsc(SCC(=O)N2CCN(c3ccccc3)CC2)n1	-1%	-5%	3%	0%	-11	-8%	12%	-3%	9%	-2%	-5%
CC1CN(C(=O)c2cccc(S(=O)(=O)NCc3ccccc3)c2)CC(C)O1 (configuration not stated)	-6%	3%	22%	-2%	19	0%	-5%	2%	.	-16%	-1%
COc1ccc(C(=O)C(CCC(CNC(C)(C)C)C(=O)c2ccc(OC)cc2)CNC(C)(C)C)cc1 (configuration not stated)	18%	8.2µM*	-63%[inhibitor]	1%	6	6%	0%	-3%	-1%	-5%	?
CCOC(=O)N1CCN(C(=O)Nc2ccccc2)CC1	7%	11%	-21%	8%	4	2%	-4%	-1%	-4%	14%	-25%
COc1cccc(CN2CCNC(=O)C2CC(=O)N(C)C2CCCCC2)c1 (configuration not stated)	-5%	15%	22%	-4%	-2	1%	-1%	16%	-2%	-5%	-15%
COc1cc(NC(=O)c2ccc(-c3cccc([N+](=O)[O-])c3)o2)ccc1NC(=O)C(C)C	-4%	?	14%	3%	4	2%	1%	-2%	1%	-3%	6%
COc1ccc(CN(CC(=O)NCc2ccc(F)cc2)C(=O)c2csnn2)cc1	16%	2%	7%	-3%	25	-2%	6%	1%	-4%	-2%	-1%
CNCc1ccccc1OCC(=O)Nc1ccccc1	2%	?	18%	1%	11	1%	1%	2%	-40%	-6%	?

Compound profiles (already shown). Values in the order: A-T KAP1 phos, ELG1 repair inh, a7 integrin act, PTAP TSG101 blk, TSHR antag, Tb PFK inh, Mito fusion yeast, ASM inhibitor, TCR activator, Eya2 inh, Chronic BCR inh
`CSc1nsc(SCC(=O)N2CCN(c3ccccc3)CC2)n1` is entered as -1%, -5%, 3%, 0%, -11, -8%, 12%, -3%, 9%, -2%, -5%
`O=S(=O)(Nc1ncccn1)c1ccc(F)cc1` is entered as 2%, -2%, 5%, 0%, -8, 4%, 0%, 2%, ., 1%, 0%

Carrying on:
SMILES	A-T KAP1 phos	ELG1 repair inh	a7 integrin act	PTAP TSG101 blk	TSHR antag	Tb PFK inh	Mito fusion yeast	ASM inhibitor	TCR activator	Eya2 inh	Chronic BCR inh
COc1cc(/C=C(/C#N)c2nc3ccccc3[nH]2)ccc1OCc1ccc(C(=O)O)o1	4%	2%	?	-9%	9	1%	0%	46%[activator]	-1%	6%	?
O=C(Cc1cccs1)N1CCN(S(=O)(=O)c2cc(Cl)ccc2Cl)CC1	-1%	13%	15%	-1%	-1	-10%	4%	-2%	2%	5%	-5%
Cc1ccc(-c2nc3ccccn3c2NC(=O)c2ccco2)cc1	.	29%	-14%	-2%	-4	-5%	0%	-1%	-1%[46.1 µM]	-8%	-16%
CCN(c1cc(C)cc(C)c1)S(=O)(=O)c1nnc(NC(=O)C(C)C)s1	-2%	-19%	9%	2%	0	-2%	0%	1%	-5%	-4%	2%
CC(c1ccc(F)cc1)n1c(Cn2ncc3ccccc3c2=O)n[nH]c1=S (configuration not stated)	5%	-21%	-10%	4%	-17	6%	20%	1%	5%	6%	8%
O=C(Nc1ccccc1C(=O)NCc1ccco1)NC1CCCCC1	9%	?	9%	-6%	2	-1%	6%	0%	6%	-8%	2%
COc1ccc(OC)c(NC(=O)C2C3CCC(C3=C(C)C)C2C(=O)O)c1 (configuration not stated)	0%	3%	0%	-2%	10	-4%	4%	9%	13%	-38%	-4%
CC(=O)NCCC(=O)Nc1ccc(F)cc1C	0%	3%	?	-5%	4	2%	2%	4%	-4%	-30%	6%
O=C(NC1=NCCS1)Nc1ccccc1	7%	?	-14%	-8%	4	2%	-2%	1%	-1%	14%	?
Cc1cc2n(n1)C(c1sccc1C)Nc1c(C)cccc1-2 (configuration not stated)	8%	5%	-18%	-4%	-13	2%	15%	-1%	9%	2%	0%
Cn1c(=O)c2c(ncn2CC(=O)N/N=C/C(Br)=C/c2ccccc2)n(C)c1=O	4%	6%	-2%	-3%	-5	-5%	5%	-8%	0%[46.1 µM]	-18%	-15%
CN1CCc2c(sc3c2C(=O)NC(c2ccc4c(c2)OCO4)N3)C1 (configuration not stated)	-7%	-3%	-11%	-9%	-13	3%	0%	10%	-7%	14%	?
COc1cc(NC(=O)COC(=O)CCOc2ccc(C)cc2)cc(OC)c1	6%	0%	-22%	-2%	-16	1%	-7%	-10%	-5%	1%	0%
O=C(O)c1cc2c(cc1NC(=O)c1c(F)cccc1F)OCCCO2	-5%	13%	5%	-11%	-16	1%	6%	1%	1%	-3%	?
CC1CCC(NC(=O)c2cc(S(=O)(=O)N3CCCCC3)c[nH]2)CC1 (configuration not stated)	0%	-4%	15%	-5%	2	-2%	-1%	-3%	-1%	8%	?

Some of the entries so far, field by field:
> CC1CN(C(=O)c2cccc(S(=O)(=O)NCc3ccccc3)c2)CC(C)O1 (configuration not stated)
  A-T KAP1 phos = -6%	ELG1 repair inh = 3%	a7 integrin act = 22%	PTAP TSG101 blk = -2%	TSHR antag = 19	Tb PFK inh = 0%	Mito fusion yeast = -5%	ASM inhibitor = 2%	TCR activator = .	Eya2 inh = -16%	Chronic BCR inh = -1%
> CCn1cc(C(=O)OCC(=O)N2C(C)CCCC2C)c(=O)c2ccc(C)nc21 (configuration not stated)
  A-T KAP1 phos = ?	ELG1 repair inh = -3%	a7 integrin act = 0%	PTAP TSG101 blk = -1%	TSHR antag = 35	Tb PFK inh = -6%	Mito fusion yeast = -2%	ASM inhibitor = -1%	TCR activator = -6%	Eya2 inh = 24%	Chronic BCR inh = 15%

Next part.
SMILES	A-T KAP1 phos	ELG1 repair inh	a7 integrin act	PTAP TSG101 blk	TSHR antag	Tb PFK inh	Mito fusion yeast	ASM inhibitor	TCR activator	Eya2 inh	Chronic BCR inh
COc1ccc(CCNC(=O)COC(=O)Cn2cnc3c2c(=O)n(C)c(=O)n3C)cc1	16%	17%	0%	-5%	-11	-3%	-1%	0%	1%	-6%	-1%
Nc1nc(N)nc(Cc2ccccc2O)n1	7%	15%	7%	.	16	-3%	-5%	4%	0%	-12%	-10%
N=C1C(c2nc3ccccc3s2)=C(O)CN1c1ccccc1	-2%	-18%	23%	-6%	-6	-2%	6%	1%	.	1%	-5%
CC1(C)Cc2ccccc2C2CC(O)C(=O)N21 (configuration not stated)	2%	0%	-44%	-4%	3	-4%	4%	-1%	.	-10%	-1%
c1ccc(-c2csc3ncnc(N4CCc5ccccc5C4)c23)cc1	.	?	-25%	0%	-36	1%	?	-13%	6%[46.1 µM]	3%	0%
CCCCC(=O)Nc1ccc(C(=O)NNC(=O)CCc2ccccc2)cc1	-1%	20%	7%	-4%	12	-9%	3%	-3%	.	-14%	0%
